S1P4 antagonist: human S1P4 receptor antagonism; actives 0.26% (n = 220,000); inhibition, % at 4.98 µM; O95977; S1P4-expressing cells, antagonist mode, reporter read-out; AID 1510; in the data active = inhibition above about 29%;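 note: 0% = wells stimulated with agonist and 100% = vehicle wells without agonist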
Target sequence (O95977 whole entry, looked up): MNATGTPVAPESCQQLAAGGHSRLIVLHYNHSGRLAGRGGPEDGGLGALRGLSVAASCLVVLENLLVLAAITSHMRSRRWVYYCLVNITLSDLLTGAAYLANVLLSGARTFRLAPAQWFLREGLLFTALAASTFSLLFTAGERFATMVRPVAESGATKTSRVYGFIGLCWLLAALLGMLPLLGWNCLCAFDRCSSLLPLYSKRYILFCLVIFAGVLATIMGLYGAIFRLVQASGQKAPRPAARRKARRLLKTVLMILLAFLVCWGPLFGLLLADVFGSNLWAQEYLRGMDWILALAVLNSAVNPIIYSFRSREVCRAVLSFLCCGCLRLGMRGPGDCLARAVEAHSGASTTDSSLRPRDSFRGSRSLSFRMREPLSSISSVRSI
PERK inh: human PERK inhibition, primary cell-based screen. CHO PERK-DD fusion, SEAP luminescence translation reporter. inhibition, % at 5.6 µM. actives 0.17% (n = 220,000). AID 1416;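 active = inhibition above the mean inhibition of all tested compounds plus 3 SD, set separately per screening campaign, cut at about 2.9% in these data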;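 note: PERK kinase domain activated by AP20187 dimerizer at 100 nM; 0% = DMSO with dimerizer and 100% = rapamycin at 8.4 µM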
BaF3 tox: reduces parental Ba/F3 cell viability, JAK2V617F counter-screen; inhibition, % at 5.6 µM; actives 1.1% (n = 220,000); CellTiter-Glo ATP luminescence; AID 1486;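 active = inhibition above a per-campaign cutoff, the mean inhibition of all tested compounds plus 3 SD, cut at about 27% in these data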;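 note: 0% = DMSO wells and 100% = JAK Inhibitor I control wells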
TRPML3 ag: agonists of human TRPML3 channel; HEK293 TRPML3-YFP, Fluo-8 calcium fluorescence; 100% = the carbachol control signal; activation, % at 3 µM; actives 0.29% (n = 220,000);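 active = activation above its plate's cutoff, the mean activation of the plate's test wells plus 3 SD, cut at about 12% in these data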;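 note: 0% = DMSO only wells and 100% = carbachol wells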
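Material: TRPML3-YFP stable HEK293 cells | Dosing: One concentration, 3 µM nominal, 0.3% DMSO | Timing: 125 s total fluorescence read per well | Technique: Fluo-8 calcium dye fluorescence, ex 470-495, em 515-575 nm | Measure: Percent activation from peak-to-basal fluorescence ratio, scaled between DMSO and carbachol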
TRPN1 ag: zebrafish TRPN1 (NompC) channel agonism; HEK293 zebrafish TRPN1-YFP, Fluo-8 calcium fluorescence; 100% = response to 87 µM carbachol; activation, % at 3 µM; actives 0.18% (n = 220,000);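 active = activation above its plate's cutoff, the mean activation of test wells on that plate plus 3 SD, cut at about 19% in these data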;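 note: 0% = DMSO alone and 100% = 87 µM carbachol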
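Assay system: Zebrafish TRPN1-YFP in HEK293 cells | Incubation: Dye loading 1 h at 37 °C, then 30 min room temperature | Measured by: Kinetic Fluo-8 fluorescence, ex 470-495, em 515-575 nm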
EP2 modulator: modulators of human EP2 prostaglandin E2 receptor; EP2-expressing cells, cAMP HTRF FRET, PGE2 co-stimulation; induction, % at 25 µM; actives 0.83% (n = 260,000);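 active = compounds whose cAMP rise, as percent of the full-agonist control response, exceeds 60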;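 note: rat C6 glioma line stably carrying human EP2 under a CMV promoter; the protocol text gives 20 µM as final concentration; 100% = response of wells given 1 µM PGE2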
Target sequence (P43116 whole entry, looked up): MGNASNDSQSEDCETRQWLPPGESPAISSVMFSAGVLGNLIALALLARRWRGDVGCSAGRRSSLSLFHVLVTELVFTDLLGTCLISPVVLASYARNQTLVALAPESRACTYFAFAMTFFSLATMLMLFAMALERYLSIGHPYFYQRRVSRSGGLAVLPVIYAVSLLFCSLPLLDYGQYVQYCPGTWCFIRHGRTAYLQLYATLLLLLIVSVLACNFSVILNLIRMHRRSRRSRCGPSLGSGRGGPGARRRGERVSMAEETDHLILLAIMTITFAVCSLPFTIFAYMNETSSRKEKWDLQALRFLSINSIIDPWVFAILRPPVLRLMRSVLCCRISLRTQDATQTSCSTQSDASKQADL
Ba/F3 V617F tox: loss of viability in JAK2V617F-driven Ba/F3 cells. actives 1.1% (n = 220,000). inhibition, % at 5.6 µM. Ba/F3 EpoR-JAK2V617F viability, ATP luminescence;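 active = inhibition above the campaign mean plus 3 SD over all tested compounds, cut at about 24% in these data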;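 note: cytokine-independent growth of Ba/F3 cells driven by EpoR plus mutant JAK2; 0% = DMSO-treated cells and 100% = JAK inhibitor I control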
S1P4 ag: activates the human S1P4 receptor | O95977 | S1P4-expressing cell line, agonist reporter assay | activation, % at 4.98 µM | actives 0.35% (n = 220,000) | AID 1509; in the data active = activation above about 11%;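 note: 0% = DMSO vehicle and 100% = reference agonist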
Calpain2 inh: calpain II (pig) inhibition. actives 0.37% (n = 220,000). AID 1236. purified calpain II, fluorogenic peptide substrate, 30 min. inhibition, % at 16 µM;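 active = inhibition above about 50%, limit read from the data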
An asterisk follows results filed as active; / = not tested or not shown; & = joins results of further samples.

compound	S1P4 antagonist	PERK inh	BaF3 tox	TRPML3 ag	TRPN1 ag	EP2 modulator	Ba/F3 V617F tox	S1P4 ag	Calpain2 inh
CCCc1ccc(C(=O)/C=C/N(C)C)cc1	-2	0.3	7	0.2	-0.3	-7	1	-0.6	37
O=C(CNC(=O)c1cccs1)OCC(=O)c1ccc(Cl)cc1	-15	1.0	6	0.0	-1.0	28	-1	0.8	-30
COC(=O)c1cc2occc2n1CC(=O)Nc1ccc(OC)c(OC)c1	-15	0.2	4	-0.4	0.5	2	-1	0.3	4
CCC(=O)Nc1ccc(C(=O)n2nc(C)cc2C)cc1	1	1.7	3	1.0	0.3	-20	5	0.1	-19
CCOc1ccccc1NC(=O)C(OC(=O)C1CC1)c1ccccc1 (configuration not stated)	11	0.2	-6	-1.4	-2.4	11	-1	1.6	-3
Cc1cccc(NC(=O)CCN2CC(C)OC(C)C2)c1 (configuration not stated)	10	1.8	4	0.3	1.0	18&-33	-4	-0.5	-33
Cc1csc(/N=C/c2ccc([N+](=O)[O-])cc2)n1	-22	0.2	1	-0.4	0.5	-2	-2	-0.2	-4
CC(=O)c1c(C)[nH]c(=S)c(C#N)c1-c1ccc(F)cc1	-1	1.9	3	0.2	-0.7	15	0	-1.3	15
O=C(/C=C/c1ccccc1Cl)Nc1ccc(-c2nnc3n2CCCCC3)cc1	-13	-0.5	4	0.7	-0.2	2	-2	3.0	-32
COC(=O)c1cccc(OCC(O)Cn2ccnc2)c1 (configuration not stated)	-15	0.1	4	0.2	-1.7	31	-2	-0.7	21

Record cards (already shown). Values in the order: S1P4 antagonist	PERK inh	BaF3 tox	TRPML3 ag	TRPN1 ag	EP2 modulator	Ba/F3 V617F tox	S1P4 ag	Calpain2 inh
COC(=O)c1cc2occc2n1CC(=O)Nc1ccc(OC)c(OC)c1 across the screens: -15	0.2	4	-0.4	0.5	2	-1	0.3	4
Cc1csc(/N=C/c2ccc([N+](=O)[O-])cc2)n1 across the screens: -22	0.2	1	-0.4	0.5	-2	-2	-0.2	-4
CCOc1ccccc1NC(=O)C(OC(=O)C1CC1)c1ccccc1 (configuration not stated) across the screens: 11	0.2	-6	-1.4	-2.4	11	-1	1.6	-3
COC(=O)c1cccc(OCC(O)Cn2ccnc2)c1 (configuration not stated) across the screens: -15	0.1	4	0.2	-1.7	31	-2	-0.7	21

(listing goes on)
compound	S1P4 antagonist	PERK inh	BaF3 tox	TRPML3 ag	TRPN1 ag	EP2 modulator	Ba/F3 V617F tox	S1P4 ag	Calpain2 inh
Cc1cc(C)nc(NC(=NCCc2c[nH]c3ccccc23)NC(=O)Nc2ccc(Cl)cc2)n1	1	0.5	9	1.4	0.6	1	2	0.7	5
CCOc1cc(CNCCc2ccc(S(N)(=O)=O)cc2)ccc1OCc1ccccc1	-20	-1.1	7	1.6	1.1	-35	-2	0.5	1
Cc1ccccc1CCN(C(=O)Cn1nnc2ccccc21)C(C(=O)NC(C)(C)C)c1ccsc1 (configuration not stated)	2	0.9	7	0.9	0.2	-5	1	-0.1	7
O=C(Nc1cccc(C(F)(F)F)c1)c1cc2c(s1)-c1ccccc1OC2	1	0.1	2	1.0	0.3	-10	1	1.3	-258
CCCOc1ccc(C(=O)OCC(=O)c2c(N)n(C)c(=O)n(C)c2=O)cc1OCC	-2	0.1	-2	0.8	0.7	-4	-4	-1.4	-52
COCCNC(=O)/C(C#N)=C/c1nc(N(C)C)n(-c2ccc(F)cc2)c1Cl	-1	0.8	11	0.0	-1.0	-29	5	0.5	-5
CCCCCSc1nc2c(c(=O)[nH]c(=O)n2C)n1C(C)C	-1	0.8	1	-0.5	-1.5	23	-5	2.4	-24
CCCCN(Cc1cc2cc(OC)ccc2[nH]c1=O)C(=O)COc1ccccc1	-12	0.0	2	-0.9	0.7	/	2	-1.3	/
CCOC(=O)CSc1nnc([C@H](Cc2ccccc2)NC(=O)OC(C)(C)C)o1	2	0.2	1	-0.2	-0.6	6	3	-0.6	29
COCc1nnc(NS(=O)(=O)c2ccccc2)s1	-9	0.9	3	0.2	-0.1	14	3	2.3	-4
COc1ccc(CCNC(=O)C2CCC(CNS(=O)(=O)c3ccccc3)CC2)cc1OC (configuration not stated)	1	0.3	7	0.1	-0.1	-8	7	-2.2	36
CCNC(=O)CN1C(=O)NC2(CCCCCC2)C1=O	-10	-0.1	7	0.5	0.1	-8	2	-4.0	-24
NC(=O)c1cccnc1Nc1ccccc1F	-4	1.5	6	1.1	-0.6	6	0	-1.2	-8
CC(C)C(=O)Nc1cccc(-c2nc3ccccc3o2)c1	12	-1.9	7	0.5	0.3	-61	7	0.0	-183
Cc1cc(C)nc(SCC(=O)c2cc3ccccc3oc2=O)n1	-11	1.3	2	1.0	0.4	6	-2	0.1	21
O=C(O)c1c(-c2ccccc2)c(-c2ccccc2)nc2ccccc12	-22	-0.2	7	0.5	1.0	12	2	-0.5	-29
COc1cc(C)nc(NC(=O)COc2ccc(Cl)cc2C)n1	-13	1.2	0	0.5	0.4	-28	-4	-0.3	11
COc1cccc2sc(NNC(=O)C3COc4ccccc4O3)nc12 (configuration not stated)	1	0.9	6	0.5	-0.7	-21	2	1.3	6
COCc1c(C(=O)OCc2nc(N)nc(Nc3ccccc3C)n2)oc2ccccc12	-9	-0.1	0	-0.6	-0.6	-14	-3	-0.2	31
O=C(O)c1cccc(Cn2cc(Cl)cn2)c1	-1	1.5	5	0.0	0.3	13	3	0.2	-12
CSc1nc2nccc(-c3ccc4c(c3)OCO4)n2n1	-7	-0.5	9	0.5	-1.3	-2	1	0.8	-198
COc1ccccc1N(C)S(=O)(=O)c1ccc(C(=O)N(CC(N)=O)C(C)C)cc1	0	0.1	8	0.3	1.3	2	6	0.0	4
Cc1ccc(OCC(=O)c2cc(C)n(C)c2C)c([N+](=O)[O-])n1	-28	0.2	2	0.2	0.6	9	0	0.7	-11
O=C(N/N=C/c1ccc([N+](=O)[O-])o1)C(O)c1ccccc1 (configuration not stated)	14	1.3	0	0.8	3.4	-26	0	-1.1	-4
CC(C)NC(=O)c1cccc(Cn2cc(Cl)cn2)c1	12	0.1	2	0.0	0.5	33	-1	-0.3	0
CC(=O)Nc1cccc(NC(=O)c2cc(-c3cccnc3)nc3ccc(Cl)cc23)c1	-2	-1.3	-1	0.7	3.8	-38	0	-0.8	-67
CCCCCC(=O)N1CC2(C)CN(C(=O)CCCCC)CC(C)(C1)C2=O	-2	-0.7	9	0.2	-0.4	8	1	3.1	10
O=C(c1ccc(-c2nnc(Nc3cccc(Cl)c3)c3ccccc23)cc1)N1C[C@H]2C[C@H](C1)c1cccc(=O)n1C2	-7	0.5	8	-0.9	-1.0	7	1	-0.7	-32
Cc1noc(C)c1CSc1nc2sc(C)c(C)c2c(=O)n1-c1ccccc1	-12	-0.1	11	0.9	-0.7	29	7	-0.9	6
CC(C(=O)N1c2ccc(F)cc2CCC1C)N1C(=O)c2ccccc2C1=O (configuration not stated)	-5	-0.2	0	0.0	1.0	-4	-4	-0.7	25
COCCNC(=O)C(=O)N/N=C/c1cccs1	-13	1.4	5	0.3	1.4	5	0	0.3	-15
Cc1ccc(S(=O)(=O)N2CCN(C(=O)c3cc(=O)[nH]c4ccccc34)CC2)c(C)c1	-15	0.0	7	1.0	2.6	-17	3	-0.1	-37
Cc1nnc(NC(=O)CCCN2C(=O)c3ccccc3C2=O)s1	-11	-0.1	1	-0.2	0.6	1	-4	1.8	4
CCCCCCNS(=O)(=O)c1ccc(Cl)s1	15	0.1	3	-1.1	-2.6	37	17	1.1	27
COc1ccc(C(=O)N2CCC(C(=O)Nc3ccc(OC)c(OC)c3)CC2)cc1	-14	-0.3	3	-0.8	-0.4	9	0	2.3	19
CCOC(=O)c1ccc(S(=O)(=O)NC2CCCCCCC2)n1C	28	-0.3	2	-0.6	-0.6	5	-4	0.1	14
CN(C)S(=O)(=O)Nc1ccc(C(=O)O)cc1	-27	0.3	2	1.2	1.4	12	-2	-2.3	13
c1ccc(-c2cn3nc(-c4ccccc4)c(-c4ccccc4)nc3n2)cc1	-10	0.1	3	-0.5	-0.8	45	-2	2.2	-234
O=C(Nc1ccc2c(c1)OCO2)NC1(C(F)(F)F)Oc2ccccc2O1	-15	-0.1	1	0.3	0.0	-4	0	2.8	-15
CC(C)(C)NC(=O)Cn1nnc(-c2ccc(S(C)(=O)=O)cc2)n1	-5	0.2	0	0.9	0.9	-4	-1	2.4	16

In a second layout: 2 of the compounds above
Compound: CN(C)S(=O)(=O)Nc1ccc(C(=O)O)cc1
- S1P4 antagonist: -27
- PERK inh: 0.3
- BaF3 tox: 2
- TRPML3 ag: 1.2
- TRPN1 ag: 1.4
- EP2 modulator: 12
- Ba/F3 V617F tox: -2
- S1P4 ag: -2.3
- Calpain2 inh: 13

Compound: c1ccc(-c2cn3nc(-c4ccccc4)c(-c4ccccc4)nc3n2)cc1
- S1P4 antagonist: -10
- PERK inh: 0.1
- BaF3 tox: 3
- TRPML3 ag: -0.5
- TRPN1 ag: -0.8
- EP2 modulator: 45
- Ba/F3 V617F tox: -2
- S1P4 ag: 2.2
- Calpain2 inh: -234

Next section.
compound	S1P4 antagonist	PERK inh	BaF3 tox	TRPML3 ag	TRPN1 ag	EP2 modulator	Ba/F3 V617F tox	S1P4 ag	Calpain2 inh
CC(C)c1nc2ccccc2n1CC(O)COC1CCCCC1 (configuration not stated)	-7	0.4	2	0.8	-1.0	7	0	1.1	0
Cc1ccc(N/C(C(Cl)=C(Cl)Cl)=C(/Cl)[N+](=O)[O-])c(C)c1	-6	1.2	6	0.8	-0.1	73*	-1	0.7	4
Cc1ccc(S(=O)(=O)N(C)c2ccc(N)cc2)cc1	10	0.1	7	-0.1	-0.5	-17	1	2.2	-44
Cc1cc(C)n(CCNC(=O)CCc2nnc(CCc3ccccc3)o2)n1	-6	0.2	11	0.6	0.6	14	0	-0.5	-14
O=C(NC1CCCCCC1)C(=O)NC1CCCC1	-4	1.5	6	0.1	-0.2	19	-1	1.1	-15
CC(=O)c1c(C)[nH]c(C(=O)NCCc2cccc(C)c2)c1C	-15	2.8	7	0.3	1.6	-4	1	-0.6	-2
Cc1nc2cnccc2n1C	18	1.1	2	0.2	0.1	21	-1	1.3	-10
CCOC1=NN(c2ccccc2)C(=O)/C1=C\N(C)C	-14	1.1	8	0.3	0.8	30	1	0.5	-15
CCn1cc(CNC(=O)/C=C/c2ccc([N+](=O)[O-])cc2)cn1	-7	0.1	7	1.9	1.2	17	-2	2.3	12
O=C(NCc1ccc2c(c1)OCO2)C1CCCN(S(=O)(=O)c2cccc3cccnc23)C1 (configuration not stated)	1	0.3	-1	0.2	0.7	5	-2	0.8	14
Cc1nc2ccc(NC(=S)N3CCN(c4ccccn4)CC3)cc2nc1C	-14	0.0	-3	0.0	-1.2	-8	9	1.8	-37
CCOC(=O)Nc1ccc2c(CN3C(=O)NC4(CCCC4)C3=O)cc(=O)oc2c1	-3	-0.4	3	-0.9	-0.4	-2	10	0.7	-415
Nc1nc2ccc(S(=O)(=O)N3CCCCC3)cc2s1	16	1.6	5	0.3	4.1	-42	-2	-0.5	-24

Screens deposited in PubChem by several laboratories.
